# Screens from PubChem BioAssay.
# UBC13 inh: human UBC13 polyubiquitination inhibition; P61088; inhibition, % at 20 µM; UBC13 polyubiquitin chain formation, TR-FRET; hit rate 0.47% among 330,000; in the data active = inhibition above about 45%, passing the limit was not always enough
# Target sequence (P61088 whole entry, looked up): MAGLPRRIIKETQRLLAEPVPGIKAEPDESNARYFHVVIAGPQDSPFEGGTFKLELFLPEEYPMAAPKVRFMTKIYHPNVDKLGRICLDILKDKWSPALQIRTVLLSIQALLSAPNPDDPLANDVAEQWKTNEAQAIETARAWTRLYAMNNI
# APJ antagonist: antagonists of human APJ apelin receptor; P35414; CHO-K1 APJ beta-arrestin complementation, luminescence; inhibition, % at 20 µM; hit rate 0.32% among 330,000; AID 2521;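 active = inhibition above about 40% at 20 µM, limit read from the data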;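 also: cells challenged with 10 nM apelin-13 agonist together with compound; plate controls were apelin-13 plus DMSO wells for no effect and DMSO wells lacking apelin-13 for full effect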
# 697 NFkB inh: inhibitors of the PMA/ionomycin-induced NF-kB reporter in 697 B cells; 697 B-cell NF-kB luciferase reporter, 16 h; inhibition, % at 4 µM; hit rate 0.33% among 330,000; in the data active = inhibition above about 35%
# CXCR6 inh: CXCR6 (human) receptor inhibition. O00574. CHO-K1 PathHunter CXCR6 beta-arrestin, luminescence. inhibition, % at 20 µM. hit rate 0.36% among 360,000. AID 602244; in the data active = inhibition above about 34%, passing the limit was not always enough;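 also: antagonist mode with CXCL16 agonist at 10 nM final; 0% = 10 nM CXCL16 with DMSO and 100% = unstimulated wells without agonist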
# Target sequence (O00574 whole entry, looked up): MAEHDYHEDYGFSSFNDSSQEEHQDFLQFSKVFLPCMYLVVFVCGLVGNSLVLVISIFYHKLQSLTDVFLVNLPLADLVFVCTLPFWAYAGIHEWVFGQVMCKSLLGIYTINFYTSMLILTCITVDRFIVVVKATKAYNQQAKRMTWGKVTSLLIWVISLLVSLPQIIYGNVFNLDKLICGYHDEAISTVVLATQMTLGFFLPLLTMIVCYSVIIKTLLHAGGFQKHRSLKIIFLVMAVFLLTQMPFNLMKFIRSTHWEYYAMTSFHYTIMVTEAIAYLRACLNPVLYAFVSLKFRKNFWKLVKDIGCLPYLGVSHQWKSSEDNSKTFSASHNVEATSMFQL
# EBI2 antag: EBI2 (human) antagonism. EBI2 beta-arrestin recruitment, luminescence, 7a,25-OHC stimulated. AID 651636. inhibition, % at 5 µM. P32249. hit rate 0.81% among 360,000; in the data active = inhibition above about 38%;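 also: enzyme fragment complementation signal reports receptor beta-arrestin coupling in cells; 0% = agonist plus DMSO wells and 100% = wells without agonist; some results beyond the cut were filed as inactive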
# Target sequence (P32249 whole entry, looked up, the tested form may be a part): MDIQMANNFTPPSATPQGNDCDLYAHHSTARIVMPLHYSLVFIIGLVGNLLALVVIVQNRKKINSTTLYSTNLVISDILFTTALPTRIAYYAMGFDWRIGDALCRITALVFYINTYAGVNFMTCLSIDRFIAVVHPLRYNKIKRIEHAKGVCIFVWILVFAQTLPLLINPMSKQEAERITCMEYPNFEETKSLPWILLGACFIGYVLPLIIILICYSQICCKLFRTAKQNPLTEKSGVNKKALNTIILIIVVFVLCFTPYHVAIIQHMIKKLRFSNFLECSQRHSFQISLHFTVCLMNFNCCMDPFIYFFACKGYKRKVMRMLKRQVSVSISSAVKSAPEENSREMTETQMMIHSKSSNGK
# CCR6 antagonist: CCR6 (human) receptor antagonism; P51684; CHO-K1 CCR6 PathHunter beta-arrestin, luminescence, CCL20-stimulated; inhibition, % at 20 µM; hit rate 0.49% among 340,000; AID 493098;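 active = compounds whose inhibition of the agonist-driven luminescence signal at 20 µM reaches about 50%, limit read from the data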;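 also: cells stimulated with CCL20 at 14 nM final; plate controls were DMSO with CCL20 for no effect and DMSO without agonist for full effect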
# Gli-Sufu antag: blocks Gli-Sufu signaling in a luciferase reporter. Sufu-KO-LIGHT fibroblasts, Gli luciferase reporter luminescence. inhibition, % at 5 µM. hit rate 0.74% among 340,000. AID 588413;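 active = inhibition above about 55%, limit read from the data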;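 also: 0% = DMSO-treated cells and 100% = wells with medium but no cells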
# Jurkat NFkB inh: lowers PMA/ionomycin-induced NF-kB signal in Jurkat cells. PMA/ionomycin-induced NF-kB luciferase reporter, luminescence. inhibition, % at 4 µM. hit rate 0.53% among 330,000; in the data active = inhibition above about 50%
# * marks the source's active call; other numbers are inactive results; · = not tested or not shown; & = joins results of further samples.
[1] CCC(=O)Nc1cccc(NC(=S)NC(=O)c2ccc(C)cc2)c1
[2] COc1ccc(NC(=O)CC2C(=O)N(c3ccc(F)cc3)C(=S)N2NC(=O)c2ccccc2)cc1 (stereo unspecified)
[3] Cc1ccccc1CSCC(=O)NC(=O)NC(C)(C)C
[4] CCOC(=O)C(=Cc1ccc2c(c1)OCO2)c1ccccc1
[5] COc1cc(/C=N/NC(=O)C2c3ccccc3Oc3ccccc32)ccc1O
entry no.	1	2	3	4	5
UBC13 inh	3	5	2	·	-7
APJ antagonist	15	0	-3	·	-10
697 NFkB inh	-112	-27	-9	·	-18
CXCR6 inh	5	-14	0	29	-5
EBI2 antag	9	-16	-1	-4	4
CCR6 antagonist	29	6	17	3	8
Gli-Sufu antag	-84	-8	8	-12	0
Jurkat NFkB inh	-89	2	-12	·	12

[6] CCc1ccc(N(CC(=O)NCc2ccco2)C(=O)CCC(=O)Nc2nccs2)cc1
[7] Cc1ccc(-c2nc(C3CCCN(S(=O)(=O)c4ccc(C(F)(F)F)cc4)C3)no2)cc1 (stereo unspecified)
[8] COc1ccc(OC)c(-c2nc3cc4ccccc4cc3nc2-c2ccccc2)c1
[9] CC(=O)Nc1ccc(NC(=O)CS(=O)(=O)Cc2ccccc2)cc1
[10] O=[N+]([O-])c1ccccc1/C=N/n1c(-c2ccccc2)n[nH]c1=S
entry no.	6	7	8	9	10
UBC13 inh	4	-7	2	-8	-11
APJ antagonist	20	2	-5	-1	-19
697 NFkB inh	9	14	5	3	-11
CXCR6 inh	2	0	2	8	1
EBI2 antag	2	2	15	-3	-10
CCR6 antagonist	-3	6	9	-3	10
Gli-Sufu antag	17	-25	0	1	2
Jurkat NFkB inh	13	-9	3	7	10

[11] COc1cccc(NC(=O)CSc2nnc3c(n2)[nH]c2ccc(C)cc23)c1
[12] O=C(CSc1nnc(-c2cccnc2)o1)Nc1ccccn1
[13] Cc1cc(C)c2c(n1)sc1c(N3CCN(CCO)CC3)ncnc12
[14] Clc1cccc(C2CCN(Cc3nc(CC4CC4)no3)C2)c1 (stereo unspecified)
[15] O=C(NCCS(=O)(=O)NCc1ccco1)c1ccccc1
entry no.	11	12	13	14	15
UBC13 inh	-7	-5	9	0	5
APJ antagonist	3	-22	12	-18	6
697 NFkB inh	12	-36	26	-13	-1
CXCR6 inh	-6	-17	-4	2	0
EBI2 antag	4	4	-2	-11	-4
CCR6 antagonist	8	-15	2	11	3
Gli-Sufu antag	-6	16	-1	1	-8
Jurkat NFkB inh	6	-86	2	-10	15

[16] COc1ccc2c(c1OC)C(=O)N1C2SC[C@H]1C(=O)NC1CC1 (stereo partly specified)
[17] COC(=O)Cn1c(CN2CCN(C(=O)c3ccco3)CC2)nc2c1c(=O)n(C)c(=O)n2C
[18] CCCCn1c(N)c(N(CCC(C)C)C(=O)COC(=O)c2cccnc2Cl)c(=O)[nH]c1=O
[19] COCC(C)NC(=O)c1ccc(N(C)C)cc1 (stereo unspecified)
[20] CC1(/[N+]([O-])=C/c2ccc(Cl)cc2Cl)CCCCC1=O (stereo unspecified)
entry no.	16	17	18	19	20
UBC13 inh	5	0	-2	0	-4
APJ antagonist	-41	13	-10	0	15
697 NFkB inh	24	1	-6	19	-3
CXCR6 inh	-4	2	4	4	-6
EBI2 antag	0	2	-14	5	1
CCR6 antagonist	-14	6	9	-2	14
Gli-Sufu antag	-3	-14	-2	0	-2
Jurkat NFkB inh	-1	1	-11	-13	10

[21] CC(C)CC(=O)Nc1ccccc1N1CCN(C(=O)c2ccccc2)CC1
[22] CC(C)Cn1c(NCCN(C)C)nc2c1c(=O)[nH]c(=O)n2C
[23] CCn1c(Cc2ccccc2)nnc1SCC(=O)Nc1ccc(S(N)(=O)=O)cc1
[24] CC(=O)Nc1ccc(S(=O)(=O)NC2=C(N3CCN(Cc4ccccc4)CC3)C(=O)c3ccccc3C2=O)cc1
[25] O=C(NCCc1ccc(Cl)cc1)c1ccc(CS(=O)Cc2ccccc2Cl)o1 (stereo unspecified)
entry no.	21	22	23	24	25
UBC13 inh	3	0	-5	·	2
APJ antagonist	-3	8	17	·	12
697 NFkB inh	-14	-1	14	·	-24
CXCR6 inh	-3	8	6	1&10	-2
EBI2 antag	-13	-5	-5	0&-4	21
CCR6 antagonist	-6	-6	5	27&31	11
Gli-Sufu antag	-4	-3	1	1&-7	11
Jurkat NFkB inh	0	-11	4	·	1

[26] CCc1ccccc1NC(=O)CCC(=O)Nc1nnc(C(C)C)s1
[27] CN(C)c1ccc(N2C(=NC(=O)C3CCCO3)SC3CS(=O)(=O)CC32)cc1 (stereo unspecified)
[28] CCC(NC(=O)C(C)NC)C(=O)N1CCCC1C(=O)NC1CCCc2ccccc21 (stereo unspecified)
[29] Cc1ccc(C2(C)NC(=O)N(CC(=O)NCc3cccs3)C2=O)cc1 (stereo unspecified)
[30] CN(C(=O)CS(=O)(=O)c1cn(CC(=O)N2CCCCC2)c2ccccc12)c1ccccc1
entry no.	26	27	28	29	30
UBC13 inh	-1	2	8	-3	4
APJ antagonist	18	-12	2	13	-2
697 NFkB inh	-8	16	-179	3	1
CXCR6 inh	-10	-3	-3	1	-5
EBI2 antag	-6	-5	-17	-5	-9
CCR6 antagonist	8	2	8	27	5
Gli-Sufu antag	-32	-16	44	-6	5
Jurkat NFkB inh	-10	6	-15	-6	-13

[31] CC(=O)Nc1ccc(NC(=O)CC2Nc3cccc4cccc(c34)NC2=O)cc1 (stereo unspecified)
[32] Cc1cc(S(=O)(=O)N2CCOCC2)ccc1OCC(=O)N1CCC(C)CC1
[33] COc1ccc(C(C)C)cc1S(=O)(=O)Nc1ccccn1
[34] CCOC(=O)N1CCC(N2Cc3cccc(C(=O)N4CCN(C5CCCCC5)CC4)c3C2=O)CC1
[35] Cc1noc(C)c1S(=O)(=O)N(C)Cc1ccccc1
entry no.	31	32	33	34	35
UBC13 inh	-27	-5	3	0	-2
APJ antagonist	-33	14	15	0	-13
697 NFkB inh	31	4	-4	-1	9
CXCR6 inh	-16	-1	2	-7	1
EBI2 antag	-8	-8	-10	-1	-9
CCR6 antagonist	-4	-3	-6	5	-1
Gli-Sufu antag	-16	3	-3	7	8
Jurkat NFkB inh	6	-5	8	6	4

[36] COc1c(C(=O)Nc2ccc(Br)cn2)ccc2ccccc12
[37] CN1C(=O)C(C)(C)c2cc(S(=O)(=O)N3CCN(c4cccc(Cl)c4)CC3)ccc21
[38] COc1ccc(OC)c(NC(=O)Cn2c(=O)n(CC(=O)NCc3ccco3)c(=O)c3ccccc32)c1
[39] Nc1c(C(=O)c2ccccc2)oc2ccc([N+](=O)[O-])cc12
[40] COc1ccc(CCC(=O)OCC(=O)Nc2c(C)n(C)n(-c3ccccc3)c2=O)cc1
entry no.	36	37	38	39	40
UBC13 inh	-2	2	-12	-6	15
APJ antagonist	0	6	-10	-6	18
697 NFkB inh	-70	0	-23	-63	17
CXCR6 inh	-6	0	5	3	6
EBI2 antag	-3	6	-3	26	-3
CCR6 antagonist	0	5	-13	9	-6
Gli-Sufu antag	-37	12	-1	-53	5
Jurkat NFkB inh	-71	-2	-7	-47	-4

[41] CN(CC(=O)Nc1cccc2ccccc12)C(=O)c1ccc(NC(=O)CC#N)cc1
[42] COc1ccc(OCC(=O)OCC(=O)N2C(C)CCCC2C)cc1 (stereo unspecified)
[43] COc1ccc(S(=O)(=O)Nc2cccnc2)cc1
[44] Cc1c(C(=O)NN2CCOCC2)oc2c1ccc1ccccc12
[45] CCc1ccc2c(c1)c(N=NC1=NC(=O)CS1)c(O)n2C
entry no.	41	42	43	44	45
UBC13 inh	1	-5	-4	-7	-7
APJ antagonist	9	0	-6	-20	21
697 NFkB inh	2	7	-42	-6	11
CXCR6 inh	0	-11	0	2	16
EBI2 antag	-2	1	-5	5	-29
CCR6 antagonist	11	15	2	0	21
Gli-Sufu antag	6	-1	3	-3	4
Jurkat NFkB inh	15	-8	-1	12	-3

[46] Oc1oc(-c2ccccc2Br)nc1/C=N/c1ccccn1
[47] O=C(C1CCN(S(=O)(=O)N2CCC3(CC2)OCCO3)CC1)N1CCOCC1
[48] CC1(C)Cc2ccccc2C(N)=C1C#N
[49] COc1cc(/C=N\n2cnnc2)ccc1OCC(=O)Nc1ccc(C)cc1
[50] O=C1C(Cc2ccccc2)NC(=S)N1Cc1ccccc1 (stereo unspecified)
entry no.	46	47	48	49	50
UBC13 inh	-7	0	-12	-4	8
APJ antagonist	-5	6	-14	8	11
697 NFkB inh	-75	9	-3	27	-5
CXCR6 inh	0	-8	2	3	19
EBI2 antag	-19	-4	-1	-1	-5
CCR6 antagonist	6	10	-10	-11	11
Gli-Sufu antag	-40	4	-11	3	2
Jurkat NFkB inh	-60	-1	5	-8	0

[51] CCN1CCN(C(CNS(=O)(=O)c2ccccc2)c2cccnc2)CC1 (stereo unspecified)
[52] CCc1nc(N=Nc2c(O)[nH]c3ccccc23)c2c3c(sc2n1)CCC3
[53] Cc1cccc(OCC(=O)Nc2cc(Cl)ccc2-n2cncn2)c1C
[54] NS(=O)(=O)c1ccc(NC(=S)NC(=O)C2CCCC2)cc1
[55] COc1ccc(NC(=O)CSCC(=O)Nc2ccccc2N2CCCC2)cc1
entry no.	51	52	53	54	55
UBC13 inh	-2	-5	-4	-6	-1
APJ antagonist	3	2	13	4	-1
697 NFkB inh	14	37*	-9	17	-13
CXCR6 inh	1	-3	1	2	1
EBI2 antag	-7	-17	3	-5	-1
CCR6 antagonist	1	4	3	22	5
Gli-Sufu antag	19	·	-6	3	7
Jurkat NFkB inh	-1	2	-7	-7	6

[56] COc1ccc(-n2c(C)c([N+](=O)[O-])c3ccc(O)c(CN(C)C)c32)cc1
[57] CC(=O)[C@@]12O[C@@H]1C[C@H]1[C@@H]3CC[C@H]4C[C@@H](O)CC[C@]4(C)[C@H]3CC[C@@]12C
[58] Cc1cccc2nc(-c3ccccc3)nc(N[C@@H](CO)c3ccccc3)c12
[59] O=C1CCc2cc(S(=O)(=O)N3CCC(C(=O)NC4CCCC4)CC3)ccc2N1
[60] COc1ccc(OC)c(S(=O)(=O)N(C)CC(=O)N2CCN(c3ccc(F)cc3)CC2)c1
entry no.	56	57	58	59	60
UBC13 inh	-18	0	19	5	-5
APJ antagonist	0	12	-7	-10	-12
697 NFkB inh	0	-10	-13	11	-32
CXCR6 inh	14	3	6	2	2
EBI2 antag	8	4	33	-1	5
CCR6 antagonist	11	8	-11	-7	3
Gli-Sufu antag	8	15	-21	3	5
Jurkat NFkB inh	37	4	-5	-4	-11

[61] Cc1cccc(-c2noc(CCC(=O)Nc3ccc(C(N)=O)cc3)n2)c1
[62] Cn1c(Oc2ccccc2)c(C=O)c2ccccc21
[63] CN(C(=O)CSc1nnc2n1CCCCC2)C1(C#N)CCCCC1
[64] Cc1[nH]n(-c2ccccc2)c(=O)c1C(c1ccccc1[N+](=O)[O-])C(C#N)C#N (stereo unspecified)
[65] CCc1ccc(N2C(=O)C3NN=C(C(=O)OCc4ccccc4)C3C2=O)cc1 (stereo unspecified)
[66] Cc1ccc(C)c(Oc2cc(F)nc(N)n2)c1
[67] Cc1ccc(NC(=S)Nn2cnnc2)cc1
entry no.	61	62	63	64	65	66	67
UBC13 inh	5	23	3	-7	-5	8	1
APJ antagonist	10	21	-1	4	4	8	21
697 NFkB inh	5	21	9	-17	-6	1	2
CXCR6 inh	-7	12	1	10	-5	-7	-5
EBI2 antag	-14	4	-4	11	4	-2	3
CCR6 antagonist	7	17	5	10	2	7	-5
Gli-Sufu antag	1	-3	1	4	-2	-34	-7
Jurkat NFkB inh	7	0	-15	-31	8	1	-15

# One compound at a time, as listed above. Values in the order: UBC13 inh, APJ antagonist, 697 NFkB inh, CXCR6 inh, EBI2 antag, CCR6 antagonist, Gli-Sufu antag, Jurkat NFkB inh
# Cc1[nH]n(-c2ccccc2)c(=O)c1C(c1ccccc1[N+](=O)[O-])C(C#N)C#N (stereo unspecified) is listed with -7, 4, -17, 10, 11, 10, 4, -31
# CN(C(=O)CSc1nnc2n1CCCCC2)C1(C#N)CCCCC1 is listed with 3, -1, 9, 1, -4, 5, 1, -15
# Cc1ccc(NC(=S)Nn2cnnc2)cc1 is listed with 1, 21, 2, -5, 3, -5, -7, -15
# Cc1cccc(-c2noc(CCC(=O)Nc3ccc(C(N)=O)cc3)n2)c1 is listed with 5, 10, 5, -7, -14, 7, 1, 7
# Cc1ccc(C)c(Oc2cc(F)nc(N)n2)c1 is listed with 8, 8, 1, -7, -2, 7, -34, 1
